Bioassay records (PubChem)
Myeloid diff 2 – myeloid differentiation induction. ER-HoxA9 myeloid progenitors, lysozyme-GFP differentiation, flow cytometry. calls only at 10 µM. actives 1% (n = 360,000). AID 624256;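 active means normalized GFP-positive differentiation at or above the plate's own cutoff, the solvent-only control mean plus 3 SD; inconclusive means no clear call, values can overlap the other calls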;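 further: cells exposed to compound for four days before flow analysis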
TNAP activators – human TNAP enzyme activators, primary screen, biochemical, luminescent, no phosphate acceptor, uHTS (AID 1001) | purified TNAP, luminescent activation assay, no phosphate acceptor; higher activation fold means a stronger effect | activation fold at 20 µM; hits with a dose series show EC50 in µM | actives 0.03% (n = 200,000); in the data active means activation fold from about 3, or a potency from the dose series; inactive means the rest, 99 in 100 with activation fold below about 1.6; further: many of its hits are not listed in these tables
WT yeast gro inh – growth inhibition of WT yeast, mitochondrial fusion screen; actives 2.1% (n = 190,000); AID 1362; mitochondrial fusion phenotypic screen, WT strain; inhibition, % at 10 µM; in the data active means inhibition above about 58%; tested in S. cerevisiae
SIAH1 antagonists – blockers of Siah-1 interaction with plectin peptide – biochemical, fluorescence polarization, rhodamine-plectin, uHTS, primary screen (AID 1817) | Siah-1 / rhodamine-plectin peptide fluorescence polarization; higher % means a stronger effect | displacement, % at 20 µM, or IC50 in µM where a hit was titrated | actives 0.02% (n = 290,000);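 active means displacement of at least 50% at 20 µM, with a fluorescence ratio check between 0.3 and a set limit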;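 further: plate controls were Siah plus tracer with DMSO for no effect and tracer alone without Siah for full effect; strong numbers were not always called active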
RSV CPE inhibition – RSV antiviral activity via CPE protection, HEp-2 cells, primary 10 µM value included (AID 2391); HEp-2 cells, RSV-induced CPE inhibition; higher % means a stronger effect; actives 0.13% (n = 310,000); CPE inhibition, % at 10 µM, or IC50 in µM where a hit was titrated; in the data active means a potency from the dose series; inconclusive means CPE inhibition mostly from about 23% at the one dose, without a potency; inactive means the rest, 99 in 100 with CPE inhibition below about 21%; further: strong numbers were not always called active
Salmonella PhoP GFP – inhibitors of PhoP regulon expression, primary screen, Salmonella Typhimurium, GFP reporter (AID 1863); S. Typhimurium PhoP-regulated promoter GFP reporter, 4 h; higher % means a stronger effect; one-dose inhibition, % at 50 µM; IC50 in µM for titrated hits; actives 0.16% (n = 300,000);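 active means inhibition over 29.93%, a cutoff 3 SD above the screen mean, later confirmed by dose response; inconclusive means inhibition over 29.93% but no dose response follow-up; inactive means inhibition at most 29.93% or unconfirmed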;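 further: 0% = low Mg2+ inducing control and 100% = high Mg2+ repressing control; strong numbers were not always called active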
human PMI inhibitors – human PMI inhibitors, high substrate, primary screen, biochemical, fluorescence intensity, high mannose 6-phosphate (AID 1220) | recombinant PMI enzyme, coupled fluorescence intensity; higher % means a stronger effect | actives 0.66% (n = 190,000) | inhibition, % at 20 µM, or IC50 in µM where a hit was titrated
human PMI inhibition – inhibitors of human PMI, primary screen, biochemical, fluorescence intensity, coupled assay (AID 1209); purified PMI enzyme, coupled fluorescence intensity; higher % means a stronger effect; inhibition, % at 20 µM, or IC50 in µM where a hit was titrated; actives 0.42% (n = 190,000);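 further: plate controls were DMSO vehicle for no effect and wells lacking substrate for full effect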
XIAP displacement – XIAP antagonists, biochemical, IAP family, fluorescence polarization (AID 1018) | XIAP BIR domain, fluorescence polarization peptide displacement; higher % means a stronger effect | displacement, % at 20 µM, or IC50 in µM where a hit was titrated | actives 0.007% (n = 200,000); in the data active means displacement above about 50%; further: a part of the inactive calls stands beside numbers as strong as those of hits
WT yeast gro inh mutant strain – also measured in WT yeast gro inh; calls as there; inhibition, %; mitochondrial fusion phenotypic screen, mutant strain inhibition
Myeloid diff 2 GFP+ MAC1+ % – second read-out of Myeloid diff 2, no call of its own (marks repeat the call); GFP+ MAC1+ double positive, %; measured here: differentiation confirmed by MAC1 staining
* hit, by the source's call; i = inactive; ? = inconclusive; · = no result given. Unless noted, no stated cut-off is given here; in the data, active means inhibition above about 50%; inactive means the rest.

The line under a structure holds: Myeloid diff 2	Myeloid diff 2 GFP+ MAC1+ %	TNAP activators	WT yeast gro inh	WT yeast gro inh mutant strain	SIAH1 antagonists	RSV CPE inhibition	Salmonella PhoP GFP	human PMI inhibitors	human PMI inhibition	XIAP displacement
> Cc1cc(C)c(S(=O)(=O)NCCc2ccccc2)c(C)c1
    i	0.8	1	37	27	0%	0.8%	7%	12%	10%	-3.5%
> Cc1ccc2nc3c(c(C(=O)OCC(=O)N(C)C4CCS(=O)(=O)C4)c2c1)CCCC3 (stereo not given)
    i	0.4	1.1	-10	-13	16%	4.7%	10%	5%	1%	-2.3%
> Cn1cnnc1SCc1ccc(F)c2ccccc12
    i	1.5	1.1	5	42	6%	-0.1%	10%	-4%	4%	-1.7%
> COc1ccc(-c2noc3c2-c2nc(-c4c(F)cccc4F)sc2CC3)cc1
    i	0.5	·	·	·	6%	1.9%	1%	·	·	·
> N/C(=N\OC(=O)c1cccc(F)c1)c1cccc([N+](=O)[O-])c1
    i	0.3	·	·	·	3%	4.9%	-4%	·	·	·
> COc1ccc(CNC(=O)C2CCN(S(=O)(=O)c3ccc4c(c3)NC(=O)CO4)CC2)cc1
    i	8.5	·	·	·	-1%	0.3%	7%	·	·	·
> COc1ccc(NC(=O)Nc2cc(C(=O)O)ccc2N2CC3CC(C2)c2cccc(=O)n2C3)c(OC)c1 (stereo not given)
    i	1.6	·	·	·	-2%	2.5%	5%	·	·	·
> COc1cccc(-c2cc(C(F)(F)F)n3ncc(C(=O)O)c3n2)c1
    i	0.3	1.1	24	-2	-1%	2.8%	-7%	10%	14%	-2.0%
> CCOc1ccccc1CNC(c1ccccc1)c1ccccc1
    i	0.7	·	·	·	7%	0.9%	-1%	·	·	·
> O=C1c2ccccc2CCC1C(O)c1ccccn1 (stereo not given)
    i	0.7	1	-4	1	0%	1.0%	17%	-5%	-4%	-2.3%
> Cc1nc(N2CCN(C(=O)c3ccco3)CC2)c2c3c(sc2n1)CCCC3
    ?	·	1.1	37	8	0%	13%	-1%	5%	1%	-2.5%
> O=C(Cn1c(NCCO)nc2ccccc21)c1ccc(Cl)cc1Cl
    i	0.1	·	·	·	1%	0.5%	-1%	·	·	·
> CCn1cc(CN2CCC(C(=O)Nc3cccc(-c4cscn4)c3)CC2)cn1
    i	0.5	·	·	·	7%	0.0%	-1%	·	·	·
> N#CCN1C(=O)NC2(CCCc3sccc32)C1=O (stereo not given)
    ?	·	·	·	·	6%	0.2%	4%	·	·	·
> O=C(O)CC1SC(=O)N(Cc2ccccc2)C1=O (stereo not given)
    i	0.8	1.1	2	18	1%	2.9%	-2%	8%	-1%	-6.1%
> CCOC(=O)N=S(=O)(Oc1ccc([N+](=O)[O-])cc1)c1ccc(Cl)cc1 (stereo not given)
    i	1.2	1	0	4	3%	2.0%	-2%	15%	11%	-6.5%
> Cc1ccc(S(=O)(=O)N2CCN(C(=O)c3ccnn3C)CC2)cc1C
    i	0.8	·	·	·	-1%	1.5%	-9%	·	·	·
> CN1CCN(NC(=O)c2cccc(Br)c2)CC1
    i	0.5	1	3	-17	-1%	2.5%	2%	-8%	-6%	-5.0%
> CC1CCCC(C)N1C(=O)COc1ccccc1F (stereo not given)
    i	0.4	1.1	3	-17	8%	-0.9%	9%	-4%	-2%	-5.9%
> COc1ccc(NC(=O)c2ccc(=O)oc2)cc1
    i	3.6	1	-8	-8	0%	0.5%	-1%	6%	-1%	-7.3%
> COc1ccc(CCNC(=O)C2CCN(S(=O)(=O)c3cccc4nonc34)CC2)cc1OC
    i	2.4	1.1	5	7	0%	0.8%	0%	7%	16%	-8.7%
> NC1=NC(=Nc2cccc(S(N)(=O)=O)c2)c2ccccc21
    i	0.5	·	·	·	10%	0.8%	3%	·	·	·
> CN(C(=O)CSc1ccncc1)C1CCCN(Cc2ccccc2F)C1 (stereo not given)
    i	1.6	·	·	·	-3%	0.1%	2%	·	·	·
> Cn1nc(CSc2ccccc2)c(C=O)c1Cl
    i	0.0	1.1	5	-4	2%	2.0%	11%	11%	8%	-2.7%
> N#C/C(=N\Nc1c(Cl)cccc1Cl)C(=O)NN
    i	1.2	1	·	·	1%	-1.2%	5%	-5%	-3%	-3.1%
> COc1ccc(C(=O)CSc2nnc(NC(=O)C3CC(=O)N(c4ccccc4)C3)s2)cc1 (stereo not given)
    i	0.7	1.1	2	2	1%	2.1%	-18%	0%	4%	-5.2%
> O=C(Nn1cnnc1)c1ccc(OC(F)(F)C(F)C(F)(F)F)cc1 (stereo not given)
    i	0.5	·	·	·	7%	2.0%	4%	·	·	·
> O=C(CSc1nnc(-c2ccco2)o1)c1ccc(F)c(F)c1
    i	0.6	1.2	1	-31	2%	1.7%	0%	12%	10%	-2.6%
> COc1ccc(CCNC(=O)c2cc(-c3ccc4c(c3)OCO4)on2)cc1OC
    i	2.5	1.2	-1	-12	1%	-0.5%	-5%	-6%	-2%	-4.9%
> CC1CCc2cc(F)ccc2N1C(=O)CSc1nnc2c(n1)[nH]c1ccc(F)cc12 (stereo not given)
    i	2.5	1	16	5	-4%	1.6%	-13%	3%	-2%	-4.7%

Reformatted as tab-separated lines: part of the list above.
Structure	Myeloid diff 2	Myeloid diff 2 GFP+ MAC1+ %	TNAP activators	WT yeast gro inh	WT yeast gro inh mutant strain	SIAH1 antagonists	RSV CPE inhibition	Salmonella PhoP GFP	human PMI inhibitors	human PMI inhibition	XIAP displacement
NC1=NC(=Nc2cccc(S(N)(=O)=O)c2)c2ccccc21	i	0.5	·	·	·	10%	0.8%	3%	·	·	·
CN(C(=O)CSc1ccncc1)C1CCCN(Cc2ccccc2F)C1 (stereo not given)	i	1.6	·	·	·	-3%	0.1%	2%	·	·	·
Cn1nc(CSc2ccccc2)c(C=O)c1Cl	i	0.0	1.1	5	-4	2%	2.0%	11%	11%	8%	-2.7%
N#C/C(=N\Nc1c(Cl)cccc1Cl)C(=O)NN	i	1.2	1	·	·	1%	-1.2%	5%	-5%	-3%	-3.1%
COc1ccc(C(=O)CSc2nnc(NC(=O)C3CC(=O)N(c4ccccc4)C3)s2)cc1 (stereo not given)	i	0.7	1.1	2	2	1%	2.1%	-18%	0%	4%	-5.2%
O=C(Nn1cnnc1)c1ccc(OC(F)(F)C(F)C(F)(F)F)cc1 (stereo not given)	i	0.5	·	·	·	7%	2.0%	4%	·	·	·

(listing goes on)
The line under a structure holds: Myeloid diff 2	Myeloid diff 2 GFP+ MAC1+ %	TNAP activators	WT yeast gro inh	WT yeast gro inh mutant strain	SIAH1 antagonists	RSV CPE inhibition	Salmonella PhoP GFP	human PMI inhibitors	human PMI inhibition	XIAP displacement
> C/C(=N/OC(=O)C1CC1)c1cc(-c2ccc(Cl)cc2)no1
    i	1.1	1.1	15	11	11%	?	-1%	5%	-2%	-4.9%
> O=C(NC1CCCCCC1)c1ccco1
    i	6.1	·	·	·	-4%	-0.8%	8%	·	·	·
> O=S(=O)(Nc1nc2ccccc2nc1Nc1ccc2c(c1)OCO2)c1ccc(F)cc1
    i	0.8	1	8	11	7%	4.0%	-5%	6%	1%	-2.5%
> FC(F)c1nnc2ccc(Cl)nn12
    i	0.4	1.1	-15	3	5%	-0.9%	-4%	-4%	-2%	-2.0%
> O=C1CCCC(=O)C1=C1SCCS1
    i	1.2	1.1	5	15	7%	1.8%	-1%	2%	3%	-1.7%
> Cc1nnc(SCc2c(Cl)cccc2Cl)n(N)c1=O
    i	0.3	1.1	14	14	3%	1.9%	-6%	-4%	0%	-1.4%
> Brc1ccc(-c2cn3ccccc3n2)cc1
    i	0.2	·	·	·	12%	6.4%	-6%	·	·	·
> COc1cccc2cc(C(=O)Nc3ccc(F)cc3)c(=Nc3ccc(C(=O)O)cc3)oc12
    i	1.2	1.1	-6	-1	34%	3.1%	-4%	-6%	-4%	-3.3%
> CN(C)c1ccc(C(=O)NCCCSc2ccccc2)cc1
    i	0.3	·	·	·	4%	4.5%	-4%	·	·	·
> O=C1c2cccc3cccc(c23)C(=O)N1c1ccncc1
    i	1.0	1.1	9	-9	-4%	2.0%	5%	-2%	-3%	-4.2%

Random excerpt: two compounds from above, in no set order.
The line under a structure holds: Myeloid diff 2	Myeloid diff 2 GFP+ MAC1+ %	TNAP activators	WT yeast gro inh	WT yeast gro inh mutant strain	SIAH1 antagonists	RSV CPE inhibition	Salmonella PhoP GFP	human PMI inhibitors	human PMI inhibition	XIAP displacement
> CN(C)c1ccc(C(=O)NCCCSc2ccccc2)cc1
    i	0.3	·	·	·	4%	4.5%	-4%	·	·	·
> COc1cccc2cc(C(=O)Nc3ccc(F)cc3)c(=Nc3ccc(C(=O)O)cc3)oc12
    i	1.2	1.1	-6	-1	34%	3.1%	-4%	-6%	-4%	-3.3%

Continued:
The line under a structure holds: Myeloid diff 2	Myeloid diff 2 GFP+ MAC1+ %	TNAP activators	WT yeast gro inh	WT yeast gro inh mutant strain	SIAH1 antagonists	RSV CPE inhibition	Salmonella PhoP GFP	human PMI inhibitors	human PMI inhibition	XIAP displacement
> O=c1c2cccc3c2c(nn1CN1CCOCC1)-c1ccccc1-3
    i	0.5	1	0	-19	-3%	0.2%	-5%	-5%	-7%	27%
> COc1ccc(NC(=O)N2CCN(C(=O)c3ccco3)CC2)c(OC)c1
    i	0.7	·	·	·	2%	3.1%	10%	·	·	·
> CC(C)(C)NC(=O)COC(=O)c1snc(C(=O)NC2CCCCC2)c1N
    i	0.8	1.1	5	8	-1%	0.3%	-7%	13%	15%	-0.2%
> CC1(C)CC(NS(=O)(=O)c2ccccc2)CC(C)(C)N1
    i	0.5	1.1	3	-53	2%	-0.9%	-20%	2%	-3%	-9.1%
> NC(=O)c1nn(-c2ccccc2)nc1NC(=O)CN1CCOCC1
    i	0.4	·	·	·	4%	0.9%	-5%	·	·	·
> OCCC1CN(Cc2nc3ccccc3[nH]2)CCN1C1CCCC1 (stereo not given)
    i	0.7	1.1	-18	-8	1%	-0.4%	·	-4%	2%	-7.2%
> O=Cc1ccccc1-n1cncn1
    i	0.6	1.1	2	6	6%	0.7%	-7%	1%	2%	-4.6%
> O=c1cc(CN2CCN(CCO)CC2)c2cc3c(cc2o1)CCC3
    i	0.9	1.1	-8	0	3%	1.0%	-12%	4%	4%	-4.3%
